High-throughput results: PubChem, National Center for Advancing Translational Sciences (NCATS)
Pol beta inh = DNA polymerase beta (human) inhibition | P06746 | Pol beta primer extension/strand displacement, fluorescence kinetic | Potency, µM (titrated, usually from 114 µM), for inactives: top-dose activity change, negative = inhibition, hits mostly inhibitors | 340,000 compounds, 1.3% hits; further: on the % scale 0 is the no-effect control and ±100 the full control effect
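Human Pol beta at 10 nM; strand-displacement substrate 50 nM final. Compound exposure 15 min at room temperature before start, reaction 10 min at room temperature.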
G9a inh = G9a (human) methyltransferase inhibition | Q96KQ7 | G9a H3K9 monomethylation, AlphaScreen, 2 h | Potency, µM (doses to about 102 µM), without a hit: top-dose activity, negative = inhibition, usual class: inhibitors | 350,000 compounds, 8.8% hits | AID 504332; further: on the % scale 0 is the no-effect control and ±100 the full control effect; nearly all actives have a fitted effect of over 75% in size
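Chemiluminescent proximity detection of H3K9 monomethylation, read after 10 min bead incubation in the dark. Reaction: 20 nM G9a, 500 nM biotin-H3K9 peptide, 20 uM SAM cofactor, 2 h, room temperature, following 15 min enzyme-compound preincubation.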
POLK inh = inhibitors of human DNA polymerase kappa | Q9UBT6 | purified Pol kappa, fluorescent DNA synthesis assay, 10 min | Potency, µM (highest dose often 107 µM), for the others: top-dose activity, negative = inhibition, most hits filed as inhibitors | 400,000 compounds, 0.53% hits | AID 588579; further: on the % scale 0 is the no-effect control and ±100 the full control effect
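Inhibition of 10 nM Pol kappa is measured by a fluorescent read-out at 0 and 10 min following addition of 50 nM substrate (final), with a 15-min room-temperature compound preincubation.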
BAZ2B block = inhibitors of human BAZ2B bromodomain; Q9UIF8; AlphaScreen BAZ2B-H3K14Ac peptide displacement; Potency, µM (highest dose often 114 µM), without a hit: at the highest dose activity change, negative = inhibition, usual class: inhibitors; 360,000 compounds, 4.4% hits; AID 504333; further: on the % scale 0 is the no-effect control and ±100 the full control effect; nearly all actives have a fitted effect of over 60% in size
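Inhibition is scored as reduced AlphaScreen emission. The BAZ2B/b-H3(5-23)K14Ac complex (50 nM each) in PBS pH 7.4, 0.01% Tween-20 meets compound (up to 110 uM) for 30 min at RT before bead addition.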
POLI inh = inhibitors of human DNA polymerase iota; Q9UNA4; Pol iota fluorescent replication assay, 10 min; Potency, µM (top dose mostly 115 µM), inactives show top-dose activity, negative = inhibition, actives largely listed as inhibitors; 390,000 compounds, 1% hits; AID 588590
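Pol iota at 10 nM preincubated 15 min with compounds at room temperature; reaction started with fluorescent substrate, 50 nM final. Fluorescence read kinetically at 0 and 10 min; buffer-only wells as negative control.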
Pol eta inh = inhibitors of human DNA polymerase eta; Potency, µM (titrated, usually from 114 µM), without a hit: at the highest dose activity change, negative = inhibition, usual class: inhibitors; AID 588591; recombinant Pol eta, fluorescent DNA replication assay; 390,000 compounds, 1.2% hits; further: on the % scale 0 is the no-effect control and ±100 the full control effect
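Pol eta (10 nM) was preincubated with compounds for 15 min at room temperature, after which fluorescent replication substrate (50 nM final) was added to start the reaction. Fluorescence was read kinetically at 0 and 10 min.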
Anesthetic bind = binds horse apoferritin like a general anesthetic | Potency, µM (top dose mostly 77.5 µM), for the others: top-dose activity change, negative = displacement, hits mostly inhibitors | apoferritin/1-aminoanthracene competitive binding, fluorescence | 350,000 compounds, 0.074% hits | P02791; further: on the % scale 0 is the no-effect control and ±100 the full control effect; nearly all actives have a fitted effect of over 20% in size
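Concentration-response curves derived by four-parameter Hill fitting of normalized fluorescence, where compounds displaced 1-AMA from 10 uM horse apoferritin following a brief 10 min room-temperature incubation; propofol titration acted as positive control.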
APE1 inh = blocks human APE1 abasic DNA cleavage; 350,000 compounds, 0.35% hits; P27695; AID 2517; Potency, µM (top dose mostly 65.8 µM), inactives show top-dose activity change, negative = inhibition, actives largely listed as inhibitors; recombinant APE1, TAMRA/BHQ-2 abasic DNA cleavage fluorescence;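 further: plate controls were vehicle for no effect and reference inhibitor for full effect; nearly all actives have a fitted effect of over 55% in size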
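Quantitative HTS: incision of a TAMRA/BHQ-2 double-stranded substrate bearing a tetrahydrofuran abasic site by 0.75 nM APE1 raises fluorescence. Substrate 50 nM final, added after 15 min compound preincubation at room temperature; progress as third-minus-first kinetic read difference.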
BLM inh = Bloom syndrome helicase (human) inhibition; P54132; recombinant BLM DNA unwinding, fluorescence dequenching; Potency, µM (highest dose often 56.1 µM), inactives show at the top dose activity change, negative = inhibition, actives largely listed as inhibitors; 350,000 compounds, 0.2% hits;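 further: plate controls were vehicle for no effect and no enzyme for full effect; nearly all actives have a fitted effect of over 35% in size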
An asterisk follows results filed as active; ? = inconclusive; . = no result given; & = joins results of further samples; [ ] = dose if it differs, or a comment. The call rests on the fitted dose curve; in most records, active means well fitted curve in the direction sought with a large enough effect; inconclusive means small, poorly fitted or top-dose-only effect, or another doubt; inactive means no such curve, though single readings can be large; an effect the other way counts as inactive or inconclusive. Potency means the concentration at half of the fitted maximal effect. This is a subset; rates above refer to the full screens.

SMILES	Pol beta inh	G9a inh	POLK inh	BAZ2B block	POLI inh	Pol eta inh	Anesthetic bind	APE1 inh	BLM inh
COc1ccc(N2CCN(C(=O)Cc3ccc(OC)c(OC)c3)CC2)cc1	1%	3%[59 µM]	-13%	8%[0.457 µM]	57%[activator]	-11%	-5%	42%	-5%
COc1ccc(S(=O)(=O)N2CCCCC2)cc1C(=O)Nc1cccc(C(F)(F)F)c1	1%	-7%[59 µM]	0%[60.1 µM]	5%	11%	-24%	3%	.	0%
O=C(COC(=O)c1ccccc1)Nc1cc(S(=O)(=O)N2CCCCCC2)ccc1Cl	.	-4%[12.7 µM]	-7%	-2%	14%	-17%	.	6%	.
CC(=O)NC/C(C)=N\Nc1ccc([N+](=O)[O-])cc1	0%	?	-13%	-4%	18%	0%	?	4%	-12%
CC(=O)Nc1ccc(S(=O)(=O)NCCS(=O)(=O)N2CCN(c3ccccc3)CC2)cc1	54%	13%	6%	-21%	-15%	-19%	-1%	19%	0%
COc1cc(NC(=O)c2cc(-c3ccccc3)on2)cc(OC)c1OC	-23%	?	-9%	-29%	12%	-19%	1%	30%	-5%
CCCN(CCC)CC(O)CN(c1cc([N+](=O)[O-])ccc1OC)S(=O)(=O)c1ccccc1 (stereo not drawn)	20%	56µM*	0%	-36%	3%	-2%	-12%	0%	-1%
c1ccc2nc(C3=NCCN3)ccc2c1	25%[57.1 µM]	?	-14%[60.1 µM]	.	9%[58.9 µM]	-8%[57.1 µM]	.	-1%&10%	6%
COc1cc(CNCCCN2CCOCC2)ccc1OCC(=O)NC(C)(C)C	0%	-9%	-15%	.	99%[activator]	2%	-8%	0%	0%
CCCc1cc(=O)oc2c(C)c(O)c(CN3CCCCC3)cc12	17%	5%	1%	12%	-4%	8%	775%[activator]	2%	1%
O=C(NC12CC3CC(CC(C3)C1)C2)c1cccc([N+](=O)[O-])c1	10%	.	-18%	-7%	22%	-14%	?	10%	-3%
CCOc1ccc(/C=C2\C(=O)c3ccccc3OC2c2ccccc2)cc1 (stereo not drawn)	36%	9%	-8%	-26%	9%	-8%	-19%	-1%	-2%
C=CCOc1c(Cl)cc(CNCCC)cc1Cl	3%	?	-17%	3%	13%	8%	-20%	3%	-4%
COc1ccc(-n2ccnc2SCC(=O)NO)cc1	0%	?	0%	.	8%	?	-7%	-4%	1%
CCOC(=O)N1CCC(N(CCN(C)C)C(=S)Nc2cccc(Cl)c2)CC1	4%	9%[59 µM]	9%	-31%	2%	-18%	-5%	-7%	-3%
COc1ccc(CNC(=O)CCc2nc3cccnc3n2Cc2ccc(OC)cc2)cc1	8%	7%[59 µM]	-7%	-1%[57.1 µM]	4%	-17%	19%	.	-1%
CCOc1cc(/C=C2/NC(=O)N(CC(=O)Nc3cccc(C)c3)C2=O)ccc1OC	1%	21%	-20%	1%	-6%	-6%	-16%	1%	-2%
Cc1sc2ncnc(SCC(=O)NC(=O)NCc3ccco3)c2c1C	11µM*	50µM*	?	?	?	89µM*	-16%	28µM*	-27%
CN(CC(=O)Nc1ccccc1C(F)(F)F)C(=O)CSCc1ccc(Cl)c(Cl)c1	.	-6%	-14%	0%	21%	-14%	.	-3%	.
CCCC(=O)Nc1cc(C(=O)O)ccc1Sc1ccccc1	8%	-8%	-15%	.	76%[activator]	?	-6%	-1%	4%
O=C(NC1CCCCC1)C(c1ccc(Cl)cc1)N(C(=O)c1ccccn1)c1cccnc1 (stereo not drawn)	-6%	39%	.	-24%	.	.	-5%	3%	0%
COc1ccc(-c2c(C)nn3c(N4CCOCC4)cc(C)nc23)cc1OC	11%	-4%	6%	-17%	152%[activator]	-23%	-5%	?	-3%
CS(=O)(=O)NCc1ccc(C(=O)NCCOc2ccccc2)cc1	18%	-39%[12.7 µM]	-3%	12%	1%	-6%	0%	12%	-2%
CC1CC(C)(C)NC(=S)N1CC(=O)N1CCN(Cc2ccc3c(c2)OCO3)CC1 (stereo not drawn)	11%	-45%	-27%	-5%	?	-3%	-7%	0%	-1%
O=C(NCc1ccccc1)c1cc[n+](Cc2ccccc2)cc1	3%	-5%	3%	-11%	73%[activator]	-7%	-4%	1%	-3%
COc1ccc(C(=O)O/N=C(\N)c2ccccc2Cl)cc1OC	3%	3%	1%	-11%	-27%	-9%	-4%	27%	-5%
CC(C)c1ccc(NC(=O)CSc2nc3ccsc3c(=O)n2CCC(=O)O)cc1	-24%	-32%	5%	-17%	?	-5%	-13%	47%[activator]	0%
C=C(C)Cn1c(-c2ccncc2)n[nH]c1=S	0%	14µM*	-6%	?	14%	-3%	-5%	7%	-4%
CSc1ncccc1C(=O)NNC(=O)c1ccc(NS(=O)(=O)c2cccs2)cc1	.	10%[59 µM]	-21%	5%	10%	-1%	.	-15%	.
O=C(Nc1ccc(N2CCCCC2)c(Cl)c1)c1ccc2c(c1)OCCO2	6%	?	-8%	-22%	18%	-17%	?	-3%	-10%
O=C(O)CC(=O)Nc1ccccc1	0%	-8%[59 µM]	-3%	9%	16%	10%	-2%	5%	-1%
Nc1c(C(=O)O)cnn1-c1ccc([N+](=O)[O-])cc1	21%	4%	2%	1%	45%[activator]	-10%	-7%	5%	-2%
O=c1[nH]cnc2c1nnn2Cc1ccccc1	102%	28%[0.501 µM]	-6%	0%	160%[activator]	-3%	7%	15%	2%
Cc1cc(NC(=O)COC(=O)CCC(=O)c2ccc(F)cc2)no1	3%	.	3%	9%	0%	-20%	?	0%	-1%
NC(=O)c1ncn([C@@H]2O[C@H](CO)[C@@H](O)[C@H]2O)n1	-18%	14%[59 µM]	0%[60.1 µM]	0%	7%	-12%	3%	5%&-1%&-4%	-4%
O=C(O)CCC(=O)NCc1cn(-c2ccccc2)nc1-c1cccc(Br)c1	7%	-13%[59 µM]	-17%	-1%	19%	-1%	-7%	4%	6%

Limited to G9a inh and Pol beta inh (3 entries from above):
Structure	G9a inh	Pol beta inh
O=C(Nc1ccc(N2CCCCC2)c(Cl)c1)c1ccc2c(c1)OCCO2	?	6%
O=C(O)CC(=O)Nc1ccccc1	-8%[59 µM]	0%
Nc1c(C(=O)O)cnn1-c1ccc([N+](=O)[O-])cc1	4%	21%

Going on with the list:
SMILES	Pol beta inh	G9a inh	POLK inh	BAZ2B block	POLI inh	Pol eta inh	Anesthetic bind	APE1 inh	BLM inh
COc1ccc(CCNC(=O)C(C(=O)c2ccc(F)cc2)n2ccccc2=O)cc1OC (stereo not drawn)	-3%	-6%	-19%	-2%	28%	-6%	-9%	3%	5%
O=S(=O)(c1cccc(Cl)c1)n1c(/C=C/c2ccccc2Cl)nc2ccccc21	10%	4%[59 µM]	-11%[60.1 µM]	5%	?	-8%	58%[activator]	.	-8%
CCOC(=O)c1cc(-c2ccncc2)nc2c1c(C)nn2-c1ccccn1	7%	16%[59 µM]	-17%	13%	28%	?	1%	-6%	6%
COc1ccc(NC(=O)C2=CC(c3ccc4c(c3)OCO4)=NS(=O)(=O)N2C)cc1	?	?	4%	?	15%	-24%	-5%	.	-7%
O=S(=O)(c1ccc(Br)s1)N1CCN(c2ccccc2)CC1	16%	-28%	-17%	4%	0%	-9%	3%	10%	-9%
CC(C)NC(=O)N1CC[C@@]2(CCCN(C(=O)c3cccc(F)c3)C2)C1	.	2%[12.7 µM]	-4%[60.1 µM]	.	.	.	.	12%	3%
COc1cccc(/C=N\NS(=O)(=O)c2ccccc2)c1OC	2%	10%	-13%	-2%	21%	-17%	-9%	22%	-3%
Cc1nn(CCCC(=O)NCc2ccccc2)c(=O)c2cc3sccc3n12	?	-3%[59 µM]	-9%	5%	-3%	3%	-7%	.	0%
C/C(CC1CC2=C(CC1(C)C)C(C)(C)CCC2)=N\NC(N)=S (stereo not drawn)	3%	32µM*	6%	-21%	?	-20%	?	2%	-9%
COc1ccc2nc(NCCCNC(=O)c3cc(OC)c(OC)c(OC)c3)c(C#N)cc2c1	1%	24%	-7%	33%	15%	-2%	443%[activator]	-9%	-1%
CC(C)OCCCNC(=O)CNC(=O)c1ccc(Cl)c(Cl)c1	-4%	13%	1%	-10%	34%[activator]	-3%	-4%	5%	0%
C[C@H](CO)N1C[C@H](C)[C@@H](CN(C)C(=O)Nc2ccc(C(F)(F)F)cc2)Oc2c(NC(=O)Cc3ccccc3)cccc2C1=O	.	.	-2%	.	0%	?	.	-2%	.
C[n+]1ccccc1/C=C/c1ccccc1Cl	1%	?	3%	56µM*	33%[activator]	-13%	-10%	14%	-4%
CCC(C)NC(=O)Cn1cc(S(=O)(=O)N2CCN(c3ccccc3F)CC2)c2ccccc2c1=O (stereo not drawn)	-1%	?	-14%	-14%	29%	-5%	-8%	-8%	-9%
Cc1ccc(S(=O)(=O)C2(S(=O)(=O)c3ccc(C)cc3)CCCC2)cc1	23%	21%[59 µM]	-18%	-2%	57%[activator]	-19%	-13%	11%	-9%
CCOC(=O)CSc1nc2sc3c(c2c(=O)[nH]1)CCCC3	15%	8%[59 µM]	3%	5%	16%	5%	-16%	1%	-3%
CCCc1cc(C(=O)Nc2nccs2)cs1	1%	-25%[12.7 µM]	-9%	1%	-7%[58.9 µM]	-1%	-22%	4%	-3%
CCOC(=O)c1cccc(NC(=O)Nc2cc(OC)ccc2OC)c1	13%	20%[59 µM]	-15%	-3%	?	-20%	6%	17%	0%
CCCCN(Cc1ccccc1)C(=O)C1CCC(=O)N(CCc2ccccn2)C1 (stereo not drawn)	25%	7%	11%	-6%	9%	-14%	-6%	4%	0%
CC(C)(C)c1ccc(OCc2ccc(C(=O)NN)o2)cc1	3%	44%[59 µM]	4%	-13%	24%	-22%	-21%	1%	-10%
COc1ccccc1N1CCN(C(=O)COc2cc(C)ccc2C)CC1	0%	-10%[59 µM]	-8%	1%	-2%	-18%	4%	-6%	-1%
